DRD3 antagonist – antagonists of human D3 dopamine receptor | 2.5% of 360,000 active | P35462 | D3R cells, DiscoveRx beta-arrestin luminescence, antagonist mode; active compounds read low | max response, negative = inhibition, % | AID 652054; in the data active means max response below about -50%; inconclusive means no clear call, values can overlap the other calls; further: on the % scale 0 is the no-effect control and ±100 the full control effect; mostly tested at two doses, the higher about 12 µM
Target sequence (P35462 whole entry, looked up): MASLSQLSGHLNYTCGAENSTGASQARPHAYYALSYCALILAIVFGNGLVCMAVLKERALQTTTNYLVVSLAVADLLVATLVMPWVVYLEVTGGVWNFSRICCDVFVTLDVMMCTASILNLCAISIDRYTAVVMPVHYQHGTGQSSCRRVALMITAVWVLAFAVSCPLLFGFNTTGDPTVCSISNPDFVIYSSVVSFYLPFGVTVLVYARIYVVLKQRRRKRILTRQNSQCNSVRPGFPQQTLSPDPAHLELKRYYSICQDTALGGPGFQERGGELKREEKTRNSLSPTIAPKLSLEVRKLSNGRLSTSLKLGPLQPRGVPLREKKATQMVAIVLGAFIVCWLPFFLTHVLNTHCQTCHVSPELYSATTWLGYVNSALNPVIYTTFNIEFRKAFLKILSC
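Cells plated overnight at 1500 cells/well, then exposed to library compounds with dopamine controls for 90 minutes at 37 degrees C. DiscoveRx reagent added for 30–60 minutes at room temperature; luminescence read, quantitative HTS format.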
HEK293 tox – cytotoxicity in counter-screen for GLP-1R inverse agonists; 0.13% of 410,000 active; Potency, µM (highest dose often 38.3 µM), for the others: at the highest dose activity change, negative = inhibition, most hits filed as inhibitors; HEK293 cAMP-luciferase reporter cells, luminescence, 24 h;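 further: loss of luciferase light is scored as toxicity; potency means the concentration at half of the fitted maximal effect; on the % scale 0 is the no-effect control and ±100 the full control effect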
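A 23 nL compound transfer followed 12 hours of cell culture at 37 deg C; exposure then lasted 24 hr. Luciferase assay detection reagent was dispensed and plates read for luminescence after a 12 min room-temperature wait.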
PTHR1 agonist – agonists of human PTHR1 parathyroid hormone receptor. Q03431. HEK293 GP2 PTHR1 cells, GloSensor cAMP luminescence, 1 h. 0.075% of 410,000 active. Potency, µM (titrated, usually from 115 µM), for inactives: top-dose activation, most hits filed as activators; further: potency means the concentration at half of the fitted maximal effect; nearly all actives have a fitted effect of over 55% in size; some results filed as inactive show a strong effect at the top dose; inactives centre near -15; many of its hits are not listed in these tables
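HEK-293-derived GP2 cells expressing PTHR1 and a GloSensor cAMP reporter, 3,000/well, plated overnight, given luciferin plus IBMX (each 0.5 mM as added) for 1 h at 37 °C, then compound for 1 h at 37 °C. Luminescence was read after 15 min at room temperature.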
KB-V1 cytotox – kills drug-selected multidrug resistant KB-V1 cells; KB-V1 MDR cells viability, CellTiter-Glo, 72 h; Potency, µM (doses to about 46.1 µM), inactives show at the top dose activity change, negative = cytotoxicity, usual class: cytotoxic; 3.4% of 400,000 active; AID 1347076; further: potency means the concentration at half of the fitted maximal effect; on the % scale 0 is the no-effect control and ±100 the full control effect; nearly all actives have a fitted effect of over 60% in size
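Cytotoxicity toward P-gp-expressing KB-V1 cells was determined as loss of CellTiter-Glo luminescence after 72 h at 37 degrees C. Compounds were tested in quantitative HTS format across a concentration range, with curves fitted to normalized data.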
GLP-1R inv ag – acts as inverse agonist at human GLP-1 receptor | P43220 | HEK293 GLP-1R CRE-luciferase, luminescence, 24 h; GLP-1R form is constitutively active | 1.6% of 410,000 active | Potency, µM (titrated, usually from 38.3 µM), for inactives: at the highest dose activity change, negative = inhibition, hits mostly inhibitors; further: potency means the concentration at half of the fitted maximal effect; on the % scale 0 is the no-effect control and ±100 the full control effect; nearly all actives have a fitted effect of over 55% in size
Target sequence (P43220 whole entry, looked up): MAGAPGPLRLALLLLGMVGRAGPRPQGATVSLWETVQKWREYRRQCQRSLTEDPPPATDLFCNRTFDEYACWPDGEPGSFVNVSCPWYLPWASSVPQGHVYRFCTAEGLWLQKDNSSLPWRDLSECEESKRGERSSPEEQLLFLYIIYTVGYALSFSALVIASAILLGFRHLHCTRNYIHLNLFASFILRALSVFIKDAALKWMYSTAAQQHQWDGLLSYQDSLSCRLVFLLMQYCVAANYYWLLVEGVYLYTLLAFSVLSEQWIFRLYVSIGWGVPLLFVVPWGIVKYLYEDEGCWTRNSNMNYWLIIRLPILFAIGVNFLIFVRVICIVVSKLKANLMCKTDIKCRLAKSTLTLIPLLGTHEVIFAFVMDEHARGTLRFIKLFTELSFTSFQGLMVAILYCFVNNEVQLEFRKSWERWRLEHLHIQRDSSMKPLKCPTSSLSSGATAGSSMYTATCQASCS
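GLP-1R inverse agonism mode: basal reporter luminescence in engineered HEK293 cells measured after one day of compound exposure at 37 deg C, with a 12 min room-temperature detection step.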
DRD3 agonist – activates the human D3 dopamine receptor; D3R DiscoveRx beta-arrestin cells, luminescence, 90 min; max activation, %; 0.58% of 410,000 active; AID 652048; in the data active means max activation above about 30%; further: 0% is about no effect; mostly tested at two doses, the higher about 12 µM
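Agonist-mode cell screen: cells plated at 1500/well and incubated overnight at 37 °C, then exposed to library compounds for 90 min at 37 °C. Detection reagent was added for 30–60 min at room temperature, and luminescence was read.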
GLP1R ag – agonists of human GLP-1 receptor; P43220; HEK293 GLP-1R CRE-luciferase, luminescence, 4-6 h; cells express a hypersensitive GLP-1R form; Potency, µM (series often up to 45.6 µM), inactives show at the highest dose activation, actives largely listed as activators; 0.007% of 380,000 active; further: potency means the concentration at half of the fitted maximal effect; % of control where 0% means no effect
aSyn rescue – inhibitors of alpha-synuclein toxicity in yeast; Yeast expressing alpha-synuclein, growth rescue, BacTiter-Glo, 24 h; Potency, µM (highest dose often 46.1 µM), inactives show at the top dose growth rescue (activation), usual class: activators; 0.14% of 370,000 active; further: potency means the concentration at half of the fitted maximal effect; % of control where 0% means no effect; nearly all actives have a fitted effect of over 65% in size
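Readout is rescue of growth in alpha-synuclein-expressing yeast, so inhibitors of toxicity appear as activators. Growth after 24 hr at 30 deg C in galactose medium is quantified by luminescence.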
TDP43 rescue – TDP-43 toxicity inhibition in yeast. TDP-43 expressing yeast growth rescue, BacTiter-Glo, 24 h. 1.8% of 410,000 active. Potency, µM (titrated, usually from 46.1 µM), inactives show at the top dose growth rescue (activation), most hits filed as activators; further: potency means the concentration at half of the fitted maximal effect; % of control where 0% means no effect; nearly all actives have a fitted effect of over 50% in size
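In this qHTS, compounds that restore growth of yeast expressing TDP-43 appear as activators. Cells (OD600=0.02, galactose medium, raffinose-pregrown) are incubated with compound 24 hr at 30 deg C and growth is quantified by BacTiter-Glo.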
An asterisk follows results filed as active; i = inactive; ? = inconclusive; nt = no result given; & = joins results of further samples; [ ] = remark or other dose. Unless noted, the call rests on the fitted dose curve; in most records, active means well fitted curve in the direction sought with a large enough effect; inconclusive means small, poorly fitted or top-dose-only effect, or another doubt; inactive means no such curve, though single readings can be large; an effect the other way counts as inactive or inconclusive. Not all compounds are listed (hit frequency here may not be typical).

structure	DRD3 antagonist	HEK293 tox	PTHR1 agonist	KB-V1 cytotox	GLP-1R inv ag	DRD3 agonist	GLP1R ag	aSyn rescue	TDP43 rescue
CCN1C(=O)S/C(=C/c2cn(C)c3ccccc23)C1=O	9	5%	i	-11%	0%	1	1%	5%	7%
Cc1ccc(S(=O)(=O)Nc2cc3c(cc2N2CCOCC2)n(C)c(=O)n3C)c(C)c1	nt	-2%	i	0%	24%	4	nt	nt	6%
COC(=O)CSc1nnc(CNC(=O)c2ccc(S(=O)(=O)N3CCOCC3)cc2)n1C	-25	-7%	2%	6%	10%	-1	1%	-3%	6%
c1ccc(OCc2nnc3n2N=C(c2ccccc2)CS3)cc1	-3	-1%	i	-20%&15%&0%	85%[activator]	-7	28%	-4%	-41%[inhibitor]
COc1ccc(-c2noc(N3CCC(C(=O)Nc4ccccc4Cl)CC3)n2)cc1	-26	4%	-38%[inhibitor]	-6%	14%	-8	13%	-1%	-7%
Cc1ccc(NC2=NC(=S)N(CC#N)C23CCCCC3)cc1	4	1%	-53%[inhibitor]	12%	-9%	1	0%	3%	16%
Cc1cc(C)cc(C(=O)NCC(=O)OCC(=O)NCc2ccco2)c1	11	5%	-3%	-14%	29%	2	-2%	1%	0%
COc1ccc(/C=C2\SC(=O)N(CCNC(=O)Cn3[nH]c(=O)c4ccccc4c3=O)C2=O)cc1	8	9%	i	8%	8%	3	6%	-3%	-15%
CCCC[C@@H]1CNCCN1CCCc1cc(OC)c(OC)c(OC)c1	0	13%	-11%	-8%	3%	-4	0%	-3%	-8%
Cc1onc(-c2c(F)cccc2Cl)c1C(=O)NC(=S)NC1CCS(=O)(=O)C1 (stereo not drawn)	0	3%	18%	23µM*	0%	-5	-5%	0%	-4%
CN(C)S(=O)(=O)c1cccc(C(=O)Nc2cc(S(=O)(=O)N3CCOCC3)ccc2N2CCCC2)c1	5	-31%	-25%	24%	10%	2	14%	-12%	-32%[inhibitor]
Fc1cccc(NC(=S)NNc2ccccc2)c1	-11	-8%	i	-3%	?	-5	-5%	-11%	0%

Of the compounds above, these contain two or more sulfur atoms.
structure	DRD3 antagonist	HEK293 tox	PTHR1 agonist	KB-V1 cytotox	GLP-1R inv ag	DRD3 agonist	GLP1R ag	aSyn rescue	TDP43 rescue
COC(=O)CSc1nnc(CNC(=O)c2ccc(S(=O)(=O)N3CCOCC3)cc2)n1C	-25	-7%	2%	6%	10%	-1	1%	-3%	6%
Cc1onc(-c2c(F)cccc2Cl)c1C(=O)NC(=S)NC1CCS(=O)(=O)C1 (stereo not drawn)	0	3%	18%	23µM*	0%	-5	-5%	0%	-4%
CN(C)S(=O)(=O)c1cccc(C(=O)Nc2cc(S(=O)(=O)N3CCOCC3)ccc2N2CCCC2)c1	5	-31%	-25%	24%	10%	2	14%	-12%	-32%[inhibitor]

Further structures follow:
structure	DRD3 antagonist	HEK293 tox	PTHR1 agonist	KB-V1 cytotox	GLP-1R inv ag	DRD3 agonist	GLP1R ag	aSyn rescue	TDP43 rescue
CCN(CC)c1ccc(NC(=O)c2ccc3c(c2)OCO3)cc1	-4	?	-37%[inhibitor]	?	?	-2	-12%	-1%	-10%
Cc1cc(C)c2c(c1)NC(=O)C2(O)CC(=O)c1cccs1 (stereo not drawn)	-8	11%	-25%	-14%	19%	-2	0%	-1%	-12%
Cc1ccc(CCNC(=O)CN(C)S(=O)(=O)c2cnc[nH]2)cc1	-16	15%	i	-13%	3%	-4	6%	-8%	14%
CNC(=S)NNC(=O)c1noc(C)c1C(=O)N1CCN(C(c2ccccc2)c2ccccc2)CC1	-3	-5%	i	9%	?	5	-1%	2%	3%
COc1cccc(CNC(=O)CN2C(=O)CSc3ccc(S(=O)(=O)N4CCOCC4)cc32)c1	1	4%	-15%	-11%	6%	6	7%	-1%	16%
CCc1ccc(CNC(=O)c2cnc3sc(N4CCCC4)nn3c2=O)cc1	nt	-13%	-15%	nt	13%	3	nt	nt	0%
COC(=O)c1ccc(NC(=O)CCc2c(C)nc3c(c(C)nn3C(C)(C)C)c2C)cc1	nt	1%	-36%[inhibitor]	-17%	-5%	22	-1%	-4%	-14%
CCn1nc(C)c(CNC(=O)c2cc(COc3ccccc3SC)on2)c1C	-4	-1%	i	?	0%	-6	3%	1%	-8%
O=C(NC1CCN(S(=O)(=O)c2cccc(F)c2)CC1)c1cccc(F)c1	-5	5%	-93%[inhibitor]	13%	14%	-11	0%	-2%	8%
O=C(CN1CCN(S(=O)(=O)c2ccc(F)cc2)CC1)Nc1ccnn1C1CCCC1	-6	17%	-46%[inhibitor]	-9%	-3%	-11	-1%	-2%	-21%
COc1ccccc1N1CCN(C(=O)c2cc3ccc4ccc(C)[nH]c4c3n2)CC1	nt	-12%	-17%	?	?	5	-5%	0%	?
CCCCN1C(=O)C(=O)N(CC(=O)NC2CCCc3ccccc32)C1=O (stereo not drawn)	-11	4%	-21%	-5%	2%	-9	3%	0%	-16%
CC(SC(C)C(=O)NN=Cc1ccc(F)cc1)C(=O)NN=Cc1ccc(F)cc1 (stereo not drawn)	-1	7%	i	0%	7%	5	1%	3%	-1%
CCC(=O)c1ccc(OC(=O)c2ccc(Br)o2)cc1	-14	-6%	-22%	0%	0%	2	-8%	4%	3%
C/C=C/C(=O)N1c2ccc(C)cc2C(C)=CC1(C)C	13	-1%	-18%	-2%	?	2	0%	2%	3%
COc1ccc(/C=C/C=N/NC(=O)COc2ccc(OC)cc2)cc1	0	20%	-9%	0%	-3%	-10	0%	0%	3%
COc1cc2c(cc1OC)C1=C(C#N)CN(CC(=O)O)CN1CC2	3	0%	-7%	4%	73%[activator]	2	27%	5%	8%
O=C(CCCc1ccccc1)NCCS(=O)(=O)N1CCN(c2ccccc2F)CC1	-10	8%	-17%	?	?	-15	13%	21%	-4%
COc1ccc(OCCCC(=O)Nc2cccc(S(=O)(=O)N3CCCCCC3)c2)cc1	-7	-24%	-28%	-9%	?	1	18%	-5%	19%
CCn1c(COc2ccccc2OC)nc2ccccc21	-23	-13%	i	-12%	-6%	-2	4%	8%	3%
CCOC(=O)C1=C(N)N(c2ccccc2)C(=O)C1	2	-4%	i	-2%	16%	-2	-15%	-4%	-22%
CC(C)OCCCNc1nc2c(c(=O)n(Cc3ccccc3F)c(=O)n2C)n1C	47	-5%	-5%[57.5 µM]	-20%	-2%	2	-10%	-13%	14%
COc1ccccc1NC(NC(=O)c1ccco1)C(=O)c1ccccc1 (stereo not drawn)	17	-15%	-1%[57.5 µM]	-14%	-6%	5	-8%	0%	-8%
CCn1cc(CNC(=O)c2cc(-c3ccc(C)cc3)nc3ccc(Br)cc23)c(C)n1	nt	1%	i	26%	3%	4	nt	nt	14%
CCCS(=O)(=O)N1CCCC(C(=O)NC2CCCC(C)C2C)C1 (stereo not drawn)	28	-5%	-5%[57.5 µM]	-13%	-7%	1	2%	-10%	-12%
COc1ccc(NC(=O)CSCC(=O)NCc2ccco2)cc1	26	0%	i	0%	7%	3	-10%	-1%	5%
Cc1ccc(S(=O)(=O)N2CCCC2C(=O)OCc2ccccc2)cc1 (stereo not drawn)	2	12%	i	-7%	10%	3	4%	1%	16%
COc1ccc(S(=O)(=O)N2CCCCCC2)cc1C(=O)N(CC(C)C)C1CCS(=O)(=O)C1 (stereo not drawn)	-2	-5%	i	5%	27%	3	11%	-3%	1%
Cc1ccc(CN2CCN(Cc3cn[nH]c3C3CCCCC3)CC2CCO)cc1 (stereo not drawn)	?	1%	-19%	-4%	?	-19	8%	3%	15%
Cc1cc(C)c(/C=N/NC(N)=O)c(C)c1/C=N/NC(N)=O	2	-26%	i	?	12%	-3	0%	1%	-7%
CS(=O)(=O)N1CC(C(=O)O)Oc2ccc(CC(=O)O)cc21 (stereo not drawn)	-4	-2%	-2%	-5%	21%	-5	1%	-2%	-30%[inhibitor]
Cn1c(=O)n(C)c2cc(S(=O)(=O)N3CCOCC3)ccc21	22	7%	i	-8%	0%	3	3%	2%	-5%

Copied from the entries so far, two compounds:
structure	DRD3 antagonist	HEK293 tox	PTHR1 agonist	KB-V1 cytotox	GLP-1R inv ag	DRD3 agonist	GLP1R ag	aSyn rescue	TDP43 rescue
CCCS(=O)(=O)N1CCCC(C(=O)NC2CCCC(C)C2C)C1 (stereo not drawn)	28	-5%	-5%[57.5 µM]	-13%	-7%	1	2%	-10%	-12%
COc1ccc(NC(=O)CSCC(=O)NCc2ccco2)cc1	26	0%	i	0%	7%	3	-10%	-1%	5%

High-throughput results deposited in PubChem by National Center for Advancing Translational Sciences (NCATS).
